Compound activity: PubChem BioAssay, The Scripps Research Institute Molecular Screening Center
GPR151 activ: activators of human GPR151; PathHunter beta-arrestin GPR151 cells, luminescence; AID 1508602; activation, % at 11.2 µM; 650,000 compounds, 1% hits; Q8TDV0; in the data active means activation above about 4.9%;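 further: 0% = median of compound wells and 100% = cells with positive control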
Target sequence (Q8TDV0 whole entry, looked up): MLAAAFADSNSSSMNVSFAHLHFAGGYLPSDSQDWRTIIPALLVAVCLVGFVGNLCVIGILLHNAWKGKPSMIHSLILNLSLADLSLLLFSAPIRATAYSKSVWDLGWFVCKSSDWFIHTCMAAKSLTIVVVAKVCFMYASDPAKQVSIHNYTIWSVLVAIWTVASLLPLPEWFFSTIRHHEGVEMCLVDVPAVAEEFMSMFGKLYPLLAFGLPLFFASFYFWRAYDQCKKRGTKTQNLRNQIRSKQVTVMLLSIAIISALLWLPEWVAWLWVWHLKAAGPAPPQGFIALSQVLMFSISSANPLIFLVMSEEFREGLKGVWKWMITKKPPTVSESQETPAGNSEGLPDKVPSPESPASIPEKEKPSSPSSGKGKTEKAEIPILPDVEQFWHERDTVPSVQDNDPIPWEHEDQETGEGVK
MITF inh: inhibitors of human MITF. O75030. AID 1259374. inhibition, % at 2.6 µM. AlphaScreen MITF homodimerization, bead proximity signal. 650,000 compounds, 0.91% hits; in the data active means inhibition above about 50%;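 further: 0% = vehicle wells with protein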
FBW7 activator: human FBW7 E3 ligase activation, primary screen; Q969H0; AlphaScreen FBW7–phospho-cyclin E peptide binding, activator screen; normalized activity (activation), % at 26.1 µM; 650,000 compounds, 0.13% hits; AID 1259310; in the data active means normalized activity above about 1.9%;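 further: purified mutant Fbw7 with reduced substrate affinity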
Target sequence (Q969H0 whole entry, looked up): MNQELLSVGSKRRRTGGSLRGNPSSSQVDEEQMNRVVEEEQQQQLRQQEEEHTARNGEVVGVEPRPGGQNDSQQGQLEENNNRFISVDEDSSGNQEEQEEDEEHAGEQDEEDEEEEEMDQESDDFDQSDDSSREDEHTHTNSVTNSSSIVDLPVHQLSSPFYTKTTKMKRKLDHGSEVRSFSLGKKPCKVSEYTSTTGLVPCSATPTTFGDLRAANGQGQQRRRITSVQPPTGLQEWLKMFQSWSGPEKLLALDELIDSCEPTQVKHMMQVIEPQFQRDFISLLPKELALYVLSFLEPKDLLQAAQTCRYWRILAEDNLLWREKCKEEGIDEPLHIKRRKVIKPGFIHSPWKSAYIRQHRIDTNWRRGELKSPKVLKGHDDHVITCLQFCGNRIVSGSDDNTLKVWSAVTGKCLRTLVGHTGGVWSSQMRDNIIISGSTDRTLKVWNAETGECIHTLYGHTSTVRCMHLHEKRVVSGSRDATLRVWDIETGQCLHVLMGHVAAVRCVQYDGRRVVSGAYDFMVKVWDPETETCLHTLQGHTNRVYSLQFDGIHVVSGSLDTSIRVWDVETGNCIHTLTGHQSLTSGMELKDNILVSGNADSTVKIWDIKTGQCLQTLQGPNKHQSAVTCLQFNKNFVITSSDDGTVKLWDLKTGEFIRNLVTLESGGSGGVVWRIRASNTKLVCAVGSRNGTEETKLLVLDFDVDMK
TEAD-YAP inh: TEAD-YAP interaction inhibition; HEK-TIYL cells, TEAD-Gal4/YAP UAS-luciferase luminescence; inhibition, % at 9.12 µM; 640,000 compounds, 1.4% hits; in the data active means inhibition above about 32%;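 further: 0% = median of test compound wells and 100% = reference inhibitor wells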
The depositor's hits bear a star; . = not tested or not shown; & = joins results of further samples.

entry | mol | GPR151 activ | MITF inh
1 | CC(=O)N1CCC(C(=O)O)(c2ccccc2)CC1 | 2.1 | 8
2 | Cc1cccnc1-n1c(CN2C(=O)c3ccccc3C2=O)nc2ccccc2c1=O | 1.2 | 1
3 | O=C1NC(=O)C(=Cc2ccccc2OS(=O)(=O)c2ccc3ccccc3c2)C(=O)N1 | 0.3 | -8
4 | CCCC(C)n1[nH]c(=O)c2c1NC(=O)CSC2c1ccc(OC)c(OC)c1 (stereo unspecified) | -0.3 | -4
5 | CN(c1ccccc1)c1ccc([N+](=O)[O-])c2nonc12 | -2.2 | 12
6 | NC(NC(=O)c1ccc(Cl)cc1)C(Cl)Cl (stereo unspecified) | 2.7 | 1
7 | CNC(=O)Oc1cc2sc(=O)oc2cc1Br | -1.2 | 12
8 | O=C1NC(=S)NC(=O)C1=CN1CCOCC1 | 0.8 | -1
9 | COc1cccc(CCNCc2cc(F)ccc2F)c1 | 0.4 | 40
10 | CC1=CC(=O)C2=C(C)CC(O)C3C(C)C(=O)OC3C12 (stereo unspecified) | 0.4&-0.2 | 4&14

entry | FBW7 activator | TEAD-YAP inh
1 | -0.1 | 7
2 | -0.1 | 7
3 | -0.3 | -29
4 | 0.2 | 5
5 | -0.3 | -13
6 | 0.3 | 13
7 | -0.9 | -2
8 | 0.0 | 2
9 | 0.2 | 9
10 | 0.1&-0.4 | 4&5

A different layout for two compounds above:
entry	molecule	GPR151 activ	MITF inh	FBW7 activator	TEAD-YAP inh
7	CNC(=O)Oc1cc2sc(=O)oc2cc1Br	-1.2	12	-0.9	-2
1	CC(=O)N1CCC(C(=O)O)(c2ccccc2)CC1	2.1	8	-0.1	7

(next part)
entry | mol | GPR151 activ | MITF inh
11 | O=C(c1cn(Cc2ccccc2F)c2ncccc12)C(F)(F)F | -0.3 | -13
12 | N#Cc1ccc(NC(=O)c2ccccc2Br)cc1Cl | -1.4 | -7
13 | CCCC1(CCC)C(=O)NC(=NCc2ccccc2)NC1=O | 0.5 | -14
14 | Cc1cccc(CN2CCN(Cc3cccc(F)c3)CC2)c1 | -1.2 | 76*
15 | O=C1NC(=O)C(CCc2ccncc2)(CCc2ccncc2)C(=O)N1Cc1ccccc1 | 0.9 | 3
16 | Cc1cccc(N2C(=O)CC(=O)NC2=S)c1 | -1.5 | 4
17 | O=c1c2ccccc2nc(Cc2ccccc2)n1-c1ccc(O)cc1 | 0.4 | -8
18 | COc1ccc(C(=O)C2CCCN(Cc3cnc(C)[nH]3)C2)c(OC)c1 (stereo unspecified) | 2.2 | -4
19 | CCOc1cc(CN2CCN(c3ccccc3F)CC2)ccc1O | -1.7 | 30
20 | CN(C(=O)Oc1cccc2cccnc12)c1ccccc1 | -0.8 | -1

entry | FBW7 activator | TEAD-YAP inh
11 | 0.0 | -9
12 | 0.6 | -47
13 | 0.3 | -4
14 | -0.4 | 3
15 | -0.1 | 2
16 | 0.1 | -1
17 | -0.1 | -27
18 | 0.0 | 1
19 | -0.1 | -2
20 | 0.2 | 6

Further entries.
entry | mol | GPR151 activ | MITF inh
21 | NCC1(CC(=O)O)CCCCC1 | -0.9&-0.8&0.0&0.6 | 2&24&-15&12
22 | CC(CNc1cnn(C23CC4CC(CC(C4)C2C(=O)O)C3)c(=O)c1Cl)c1ccccc1 (stereo unspecified) | -0.8 | 1
23 | COc1ccc(/C=C2/C(O)C3CCN2CC3)cc1 (stereo unspecified) | 2.0 | -2
24 | C/C=C1/C[C@@H](C)[C@](O)(CO)C(=O)OCC2=CCN3CC[C@@H](OC1=O)[C@@H]23 | 0.0 | -7
25 | CCOC(=O)C(O)(c1ccc(N(C)C(=O)COc2ccccc2)cc1)C(F)(F)F (stereo unspecified) | 0.7 | -5
26 | N#Cc1cccc(CN2CCC(N(Cc3ccco3)C(=O)c3cccc(C#N)c3)CC2)c1 | 1.5 | 19
27 | O=C(CCn1c(=O)oc2ccccc21)N1CCC2(CC1)OCCO2 | -0.2 | -3
28 | COc1cc(N2CCCCC2)c2nonc2c1[N+](=O)[O-] | 0.4 | 2
29 | COc1ccc(CN2CCNCC2CCO)c(C)c1C (stereo unspecified) | 4.4 | -1
30 | O=C(CN1CCN(C(=O)COc2ccc(Cl)cc2Cl)CC1)c1cccs1 | 1.5 | 44

entry | FBW7 activator | TEAD-YAP inh
21 | -0.1&-0.3&-0.1 | 8
22 | -0.1 | 1
23 | 0.0 | -3
24 | -0.1 | 0
25 | -0.1 | 5
26 | 0.1 | -3
27 | 0.0 | -8
28 | -0.1 | -3
29 | -0.1 | 2
30 | -0.1 | -5

Next structures:
entry | mol | GPR151 activ | MITF inh
31 | CN1C(=O)C(=Cc2ccc(SC3CCCCC3)o2)C(=O)N(C)C1=O | 0.3 | 6
32 | CC(=O)C1=C(C)OC(N)=C(C#N)C12C(=O)Nc1ccc([N+](=O)[O-])cc12 (stereo unspecified) | -0.3 | -6
33 | COc1ccc(CN2C(=O)NC(=O)/C(=C\c3ccc([N+](=O)[O-])s3)C2=O)cc1 | -0.9 | -3
34 | CC(C)CN1CCN(Cc2ccc(F)cc2F)CC1CCO (stereo unspecified) | 0.6 | 8
35 | CCOc1c(Cl)cc(CNC(C)C(O)c2ccccc2)cc1OC (stereo unspecified) | 0.1 | -10
36 | CC1CCCCN1C(=O)CN1C2CCC1CC(O)(c1cccnc1)C2 (stereo unspecified) | 0.3 | 0
37 | O=C1OC(c2cncc(Br)c2)=N/C1=C/c1ccc(Cl)c(Cl)c1 | -1.7 | -7
38 | Cc1ccc(-n2c(/C=C/c3cccc(F)c3)nc3ccccc3c2=O)cc1 | 1.4 | 14
39 | CCC(N)C(=O)c1c(C)cc(C)cc1C (stereo unspecified) | -1.9 | 26
40 | CCCCc1c(O)[nH]c(=S)[nH]c1=O | 1.4 | 2

entry | FBW7 activator | TEAD-YAP inh
31 | -0.9 | -4
32 | 0.2 | -1
33 | -1.0 | -14
34 | 0.0 | 4
35 | -0.4 | 7
36 | -0.1 | 6
37 | -0.1 | -1
38 | 0.0 | 2
39 | 0.5 | 0
40 | -0.1 | 6

(list continues)
entry | mol | GPR151 activ | MITF inh
41 | CCN1CCN(Cc2cccc(Cl)c2Cl)CC1 | -0.4 | 51
42 | CN1CCN(Cc2cc(F)ccc2F)CC1 | 0.6 | 69*
43 | FC(F)(F)/C(=N\P(=S)(N1CCOCC1)N1CCOCC1)N1CCOCC1 | 1.9 | 6
44 | CC12CN3CC(c4ccccc4)(CN(C1)C31CCCCC1)C2=O | -0.7 | 19
45 | CCOP(=S)(OCC)SCC(=O)c1c(O)cc(C)oc1=O | 0.6 | 5
46 | COc1cc(OC)c(OC)cc1CN1CCN(C(=O)COc2cccc(C)c2)CC1 | 0.1 | 25
47 | CCC1(CC)C(=O)N(C(=O)c2ccccc2)C(=O)N(C(=O)c2ccccc2)C1=O | 1.4 | -1
48 | COc1ccc(CC(=O)N2CCC3(CC2)OCc2ccccc2O3)cc1 | 3.6 | 19
49 | Cc1ccc(CN2CCN(Cc3ccc(Cl)cc3)CC2)cc1 | -0.7 | 83*
50 | CCOC(=O)C1C(=O)NC2(C)Oc3ccccc3C1C2C (stereo unspecified) | -0.2 | -5

entry | FBW7 activator | TEAD-YAP inh
41 | -0.6 | 1
42 | -0.1 | -10
43 | 0.0 | 5
44 | 0.1 | -6
45 | -0.1 | -3
46 | -0.1 | -1
47 | -0.2 | 7
48 | -0.3 | -14
49 | -0.1 | -7
50 | 0.1 | 1

Copied from above: entries 45 to 49
entry | mol | GPR151 activ | MITF inh
45 | CCOP(=S)(OCC)SCC(=O)c1c(O)cc(C)oc1=O | 0.6 | 5
46 | COc1cc(OC)c(OC)cc1CN1CCN(C(=O)COc2cccc(C)c2)CC1 | 0.1 | 25
47 | CCC1(CC)C(=O)N(C(=O)c2ccccc2)C(=O)N(C(=O)c2ccccc2)C1=O | 1.4 | -1
48 | COc1ccc(CC(=O)N2CCC3(CC2)OCc2ccccc2O3)cc1 | 3.6 | 19
49 | Cc1ccc(CN2CCN(Cc3ccc(Cl)cc3)CC2)cc1 | -0.7 | 83*

entry | FBW7 activator | TEAD-YAP inh
45 | -0.1 | -3
46 | -0.1 | -1
47 | -0.2 | 7
48 | -0.3 | -14
49 | -0.1 | -7

Later entries:
entry | mol | GPR151 activ | MITF inh
51 | CN(C)Cc1c(O)[nH]c(=S)[nH]c1=O | -0.1 | -8
52 | CCCC12CN3CCN(CC(C3)C1=O)C2 | -0.5 | 0
53 | CCc1ccc(CN2CCN(Cc3ccccc3C)CC2)cc1 | 1.5 | 65*
54 | O=[N+]([O-])c1cc2c(cc1CNCCc1cccc(Cl)c1)OCO2 | 0.5 | 25
55 | CC(=O)Nc1ccc([N+](=O)[O-])c2nonc12 | 0.3 | 17
56 | COC(=O)C1=C(N)OC2=C(C(=O)CC(C)(C)C2)C12C(=O)Nc1ccc(Br)cc12 (stereo unspecified) | 0.4 | -3
57 | c1ccc(N2CCN(Cc3ccc4c(c3)OCO4)CC2)cc1 | 0.0 | 20
58 | CN1CCN(S(=O)(=O)c2ccc(Cl)nc2)CC1 | 1.9 | -8
59 | O=[N+]([O-])c1cccc(CNCCc2ccc(F)cc2)c1 | 0.3 | 37
60 | N#CC1=C(N)Oc2c(c(=O)oc3ccccc23)C1c1c(Cl)cccc1Cl (stereo unspecified) | 1.3 | -5

entry | FBW7 activator | TEAD-YAP inh
51 | 0.7 | -1
52 | 0.0 | -5
53 | -0.2 | 4
54 | 0.1 | -14
55 | 0.2 | -23
56 | -0.5 | 4
57 | 0.0 | 4
58 | 0.1 | 0
59 | 0.2 | 5
60 | -0.1 | -19

More records follow:
entry | mol | GPR151 activ | MITF inh
61 | Cc1ccc(-n2c(/C=C/c3ccc(Br)cc3)nc3ccc(Br)cc3c2=O)cc1 | -0.2 | 4
62 | CS(=O)(=O)Nc1ccc(Cc2noc(-c3ccc4[nH]cc(CCN)c4c3)n2)cc1 | 0.2&0.3 | 4&-7
63 | COc1ccc(OC)c(CN2CCN(C(=O)COc3ccc(Br)cc3)CC2)c1 | 2.5 | 80*
64 | O=C1NC(=O)C(C(c2ccccc2)c2ccccc2)C(=O)N1 | -0.1 | 5
65 | Cc1cc(C)[n+]2c(C)sc(-c3ccccc3)c2n1 | -1.2 | -1
66 | O=C1NC(=S)NC(=O)C1=Cc1ccc([N+](=O)[O-])cc1 | 2.1 | -4
67 | CCC(C)(C)n1nnnc1CN1CCC(n2c(C)nc3cc(C(F)(F)F)ccc32)CC1 | -0.7 | 18
68 | CC(=O)N1CCC2(CC1)OCc1cc(-c3ccccc3C(=O)O)ccc1O2 | 0.0 | 18
69 | Cc1cccc(OCC(=O)N2CCN(CCCc3ccccc3)CC2)c1 | 0.1 | 47
70 | N=c1c[n+](CCc2ccccc2)[n-]o1 | -0.3 | -3

entry | FBW7 activator | TEAD-YAP inh
61 | 0.0 | 1
62 | -0.2&0.1 | -11
63 | 0.0 | -1
64 | 0.1 | -3
65 | 0.2 | -9
66 | -0.1 | 1
67 | -0.2 | 0
68 | -0.3 | 9
69 | -0.1 | -6
70 | 0.0 | 11

Following part:
entry | mol | GPR151 activ | MITF inh
71 | CN(C)c1ccc(/C=C(\C#N)c2nn(-c3ccccc3)c(N)c2C#N)cc1Br | -1.1 | 14
72 | O=C(O)C1C2CC3CC(C2)CC1(n1ncc(NC2CCCCC2)c(Cl)c1=O)C3 (stereo unspecified) | 2.6 | -6
73 | CC(=O)Nc1ccccc1OC(=O)N(C)C | -0.7 | 9
74 | N#CC(C#N)=Cc1ccc(N2CCOCC2)o1 | 0.6 | 8
75 | CCN(CC)CCSc1nc2ccccc2c(=O)n1-c1ccc(OC)cc1 | -1.8 | 10
76 | CCN1CCN(Cc2c(Cl)cccc2Cl)CC1 | -0.2 | 69*
77 | Cc1[nH]c2ccccc2c1CN1CCCCCC1 | -0.2 | 8
78 | CCOc1ccc(N2C(=O)/C(=C/c3cccs3)C(=O)NC2=S)cc1 | 1.8 | 11
79 | CS(=O)(=O)c1ncc2c(n1)c(=O)c(C#N)c1ccccn12 | -0.8 | 24
80 | C=CCN1C[C@H](C)N([C@H](c2ccc(C(=O)N(CC)CC)cc2)c2cccc(O)c2)C[C@H]1C | 0.4 | 12

entry | FBW7 activator | TEAD-YAP inh
71 | 0.9 | -14
72 | -0.1 | 2
73 | 0.2 | 6
74 | -0.3 | -3
75 | 0.1 | 2
76 | -0.2 | 7
77 | -0.3 | -1
78 | -0.1 | 9
79 | -0.2 | 4
80 | 0.1 | .

Gathered by group: the entries above with a furan ring, fused or not
entry | mol | GPR151 activ | MITF inh
26 | N#Cc1cccc(CN2CCC(N(Cc3ccco3)C(=O)c3cccc(C#N)c3)CC2)c1 | 1.5 | 19
31 | CN1C(=O)C(=Cc2ccc(SC3CCCCC3)o2)C(=O)N(C)C1=O | 0.3 | 6
74 | N#CC(C#N)=Cc1ccc(N2CCOCC2)o1 | 0.6 | 8

entry | FBW7 activator | TEAD-YAP inh
26 | 0.1 | -3
31 | -0.9 | -4
74 | -0.3 | -3

(further entries)
entry | mol | GPR151 activ | MITF inh
81 | CC(C)NC(C)C(=O)c1ccc2c(c1)CCCC2 (stereo unspecified) | -0.4 | -4
82 | O=c1c2cc(I)ccc2nc(/C=C/c2ccc([N+](=O)[O-])cc2)n1-c1ccccc1 | 1.8 | -9
83 | C[C@@H]1CN(Cc2ccco2)CCN1C(=O)Cc1ccccc1F | 3.7 | -13
84 | CN(C)c1ccc(-c2cc[n+](C)cc2)cc1 | 2.5 | 17
85 | Cc1ccc2[nH]c(C)c(CCNCc3ccncc3)c2c1 | -0.2 | -2
86 | O=C(CCN1CCCCC1)Nc1ccc(Cl)cc1C(=O)c1ccccc1 | 0.2 | 2

entry | FBW7 activator | TEAD-YAP inh
81 | -0.1 | 3
82 | 0.0 | 9
83 | -0.1 | 6
84 | 0.1 | 56*
85 | 0.1 | -3
86 | -0.4 | -6

Not all compounds are listed; count on the stated rates, not on these rows.
